# Screens: PubChem BioAssay, National Center for Advancing Translational Sciences (NCATS)
# ALDH1A1 block: qHTS Assay for Inhibitors of Aldehyde Dehydrogenase 1 (ALDH1A1). Aldehyde dehydrogenase 1A1 (Homo sapiens), P00352. Purified ALDH1A1, NADH fluorescence, propionaldehyde substrate. Potency, µM (titrated, usually from 75.3 µM), for inactives: at the top dose activity, negative = inhibition, usual class: inhibitors. 220,000 tested, 7.3% active; active = well fitted inhibition curve with a large enough effect, not every such curve was filed as active; inconclusive = small, poorly fitted or top-dose-only effect, or another doubt; inactive = no such curve, though single readings can be large or run the other way;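 note: plate controls were no enzyme wells and a reference inhibitor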
# Tau ThT inhib: qHTS for Inhibitors of Tau Fibril Formation, Thioflavin T Binding | Microtubule-associated protein tau (Homo sapiens), P10636 | recombinant tau K18 P301L (four-repeat tau fragment), heparin-induced fibrillization, ThT fluorescence | Potency, µM (titrated, usually from 57.4 µM), for the others: top-dose activity, negative = inhibition, most hits filed as inhibitors | 270,000 tested, 2.1% active | AID 1460, 2008; note: % is set by controls: 0 for no effect and ±100 for the full control effect; nearly all actives have a fitted effect of over 55% in size
#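 Aggregation was driven by heparin (20 uM final) acting on recombinant tau […] bearing P301L in 100 mM sodium acetate pH 7; fibrils were detected with Thioflavin T.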
# SMN2 splice enh: qHTS Assay for Enhancers of SMN2 Splice Variant Expression. HEK293 SMN2-luciferase splicing reporter, luminescence, 30-36 h. Potency, µM (titrated, usually from 46.1 µM), without a hit: at the top dose activity change, positive = activation, usual class: activators. 210,000 tested, 2.8% active. AID 1458, 2008; note: % of control where 0% means no effect; nearly all actives have a fitted effect of over 55% in size
#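 HEK293 cells carry an SMN2 minigene-luciferase reporter in which exon 7 inclusion puts luciferase in frame. Cells were seeded at 2000 cells/well, attached for 10-12 hours, then exposed to compounds for 30-36 hours at 37C before ONE-Glo luminescence.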
# RECQ1 helicase: qHTS Assay for Inhibitors of RecQ-Like Dna Helicase 1 (RECQ1). 240,000 tested, 0.54% active. AID 2549, 2010. Potency, µM (titrated, usually from 57.3 µM), for inactives: top-dose activity, negative = inhibition, most hits filed as inhibitors. ATP-dependent DNA helicase Q1 (Homo sapiens), P46063. RECQ1 DNA unwinding, red fluorescence kinetic read;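 note: plate controls were vehicle for no effect and no enzyme for full effect; nearly all actives have a fitted effect of over 30% in size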
# Target sequence (P46063 whole entry, looked up): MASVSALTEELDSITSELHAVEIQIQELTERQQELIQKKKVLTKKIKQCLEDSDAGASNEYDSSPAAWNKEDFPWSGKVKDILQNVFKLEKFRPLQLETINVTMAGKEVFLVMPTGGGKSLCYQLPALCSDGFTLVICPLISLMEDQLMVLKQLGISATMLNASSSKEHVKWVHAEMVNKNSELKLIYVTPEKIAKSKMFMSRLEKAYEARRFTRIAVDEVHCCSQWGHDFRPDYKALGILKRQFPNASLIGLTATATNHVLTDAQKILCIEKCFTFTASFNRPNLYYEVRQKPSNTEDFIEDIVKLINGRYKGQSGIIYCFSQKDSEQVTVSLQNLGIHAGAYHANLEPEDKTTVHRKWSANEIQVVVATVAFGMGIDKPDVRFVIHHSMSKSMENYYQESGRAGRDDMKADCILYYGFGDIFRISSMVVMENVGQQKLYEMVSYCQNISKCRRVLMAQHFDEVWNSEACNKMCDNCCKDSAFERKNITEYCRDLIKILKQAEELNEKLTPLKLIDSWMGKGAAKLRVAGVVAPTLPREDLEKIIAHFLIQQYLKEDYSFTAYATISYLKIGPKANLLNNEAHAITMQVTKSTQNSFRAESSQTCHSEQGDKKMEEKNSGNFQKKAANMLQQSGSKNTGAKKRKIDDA
#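 50 nM RECQ1T1 preincubated 15 min with compound in Tris pH 8.0 buffer with MgCl2, DTT, Tween-20 and 2.5 ug/ml poly(dI-dC); started with 200 nM TAMRA/BHQ-2 forked duplex and 2 mM ATP. Unwinding read as fluorescence (525/598 nm), two reads 2 h apart.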
# KDM4E inh: qHTS Assay for Inhibitors of Human Jumonji Domain Containing 2E (JMJD2E) | Lysine-specific demethylase 4E (Homo sapiens), B2RXH2 | Potency, µM (titrated, usually from 57.1 µM), inactives show at the highest dose activity change, negative = inhibition, most hits filed as inhibitors | JMJD2E catalytic domain, FDH-coupled NADH fluorescence (FDH is formaldehyde dehydrogenase) | AID 2147, 2009 | 230,000 tested, 1.6% active; active = well fitted inhibition curve with a large enough effect, not every such curve was filed as active; inconclusive = small, poorly fitted or top-dose-only effect, or another doubt; inactive = no such curve, though single readings can be large or run the other way;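 note: 0% = wells with enzyme and -100% = buffer wells without enzyme; nearly all actives have a fitted effect of over 50% in size; many of its hits are not listed in these tables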
# Target sequence (B2RXH2 1-337 limits assumed): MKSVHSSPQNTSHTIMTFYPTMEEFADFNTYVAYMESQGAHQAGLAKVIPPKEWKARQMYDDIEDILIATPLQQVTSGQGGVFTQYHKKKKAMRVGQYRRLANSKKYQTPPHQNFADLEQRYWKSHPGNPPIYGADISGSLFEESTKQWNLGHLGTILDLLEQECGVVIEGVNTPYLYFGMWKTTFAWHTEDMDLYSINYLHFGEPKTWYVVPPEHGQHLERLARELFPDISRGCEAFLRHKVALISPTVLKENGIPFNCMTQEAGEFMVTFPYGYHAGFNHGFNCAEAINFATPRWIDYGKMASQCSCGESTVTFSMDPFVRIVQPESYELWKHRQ
# Luc counter: Counterscreen for Luciferase (Kinase-Glo TM) Inhibition; Luciferin 4-monooxygenase (Photuris pensylvanica), Q27757; Kinase-Glo luciferase, ATP luminescence, 8 min; Potency, µM (top dose mostly 38.3 µM), inactives show at the top dose activity change, negative = inhibition, most hits filed as inhibitors; 200,000 tested, 0.28% active; AID 1379, 2008; note: % is set by controls: 0 for no effect and ±100 for the full control effect; nearly all actives have a fitted effect of over 60% in size
#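 Compound is pinned into ATP-containing buffer (10 uM ATP, imidazole pH 7.2, 7 mM MgCl2). Kinase-Glo luciferase reagent is then added. Light output is recorded following an 8-min room-temperature incubation.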
# L3MBTL1 block: qHTS Assay for the Inhibitors of L3MBTL1; AlphaScreen L3MBTL1–H3K9me1 peptide binding; Lethal(3)malignant brain tumor-like protein 1 (Homo sapiens), Q9Y468; Potency, µM (highest dose often 57.1 µM), for inactives: top-dose activity, negative = inhibition, hits mostly inhibitors; AID 485360, 2010; 230,000 tested, 0.66% active; note: % is set by controls: 0 for no effect and ±100 for the full control effect; nearly all actives have a fitted effect of over 60% in size
#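 AlphaScreen assay: L3MBTL1 (50 nM final) was preincubated 30 min at room temperature with biotinylated H3(1-15)K9me1 peptide (75 nM final), then 30 min with library compounds; streptavidin donor and nickel chelate acceptor beads (10 ug/mL final) added, 30 min dark.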
# Lamin A splicing: qHTS Assay for Modulators of Lamin A Splicing; HeLa LMNA splicing GFP/RFP minigene ratio, 48 h; Potency, µM (series often up to 46.1 µM), for inactives: at the highest dose ratio change, negative = inhibition, actives largely listed as inhibitors; 200,000 tested, 0.01% active; AID 1487, 2009; active = well fitted inhibition curve with a large enough effect in the signal ratio, with a control signal flat, not every such curve was filed as active; inconclusive = small, poorly fitted or top-dose-only effect, or effect the other way, or a change in a side signal; the % refers to the signal ratio; note: % is set by controls: 0 for no effect and ±100 for the full control effect
#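 S3 HeLa cells stably expressing lamin A-EGFP splicing minigene plus DsRed2, 600 cells/well, 48 h compound exposure at 37C. Laser-scanning cytometry; analysed as GFP (500-530 nm)/RFP (575-640 nm) total intensity ratio; 0.5% DMSO vehicle.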
# The depositor's hits bear a star; i = inactive; ? = inconclusive; / = no result given; & = joins results of further samples; ! = repeats disagree; [ ] = dose if it differs, or a comment. Unless noted, calls come from the whole dose curve; as a rule, active = well fitted curve in the direction sought with a large enough effect; inconclusive = small, poorly fitted or top-dose-only effect, or another doubt; inactive = no such curve, though single readings can be large; an effect the other way counts as inactive or inconclusive. Potency is the fitted concentration of half-maximal effect.
SMILES,ALDH1A1 block,Tau ThT inhib,SMN2 splice enh,RECQ1 helicase,KDM4E inh,Luc counter,L3MBTL1 block,Lamin A splicing
CNC(=O)COC(=O)c1ccc(-c2nc3ccccc3s2)s1,?,?,16µM*,-3%,?,-23%,/,0%
C=CCN1CCC2(C)c3cc(O)ccc3CC1C2C (centres undefined),5%&0%,-3%&1%,2%&6%,-5%,8%,-1%,/,?
COC(=O)C(O)(c1ccc(NC(=O)c2cccs2)cc1)C(F)(F)F (centres undefined),10%,-2%,/,6%,15%,/,0%,/
COC(=O)c1[nH]c2ccc(C)cc2c1NC(=O)Oc1ccccc1,?,?,-6%,i,?,-1%,/,4%
COP(=O)(OC)C(O)C(Cl)(Cl)Cl (centres undefined),4%,-11%,2%,-4%,-10%,0%,5%,?
Cc1nnc2ccc(-c3cccc(C(F)(F)F)c3)nn12,?,-3%,/,-2%,?,-2%,/,/
CN1CC(CO)=C[C@H]2c3cccc4[nH]cc(c34)C[C@H]21,-11%,?,-9%,-26%,?,-2%,/,?
CNc1ccc2oc(C[C@H]3O[C@@]4(CC[C@H]3C)O[C@H]([C@H](C)C(=O)c3ccc[nH]3)[C@H](C)C[C@H]4C)nc2c1C(=O)O,?,?,-106%[inhibitor],?,?,-11%,/,?
COc1cc(OC)c2c(c1)OC(c1ccc(OC)c(OC)c1)C(O)C2 (centres undefined),-1%,1%,-1%,i,-3%,-6%,/,/
CC(C)Sc1nnc([C@@H](N)Cc2ccccc2)o1,7%,13%,21%,-9%,1%,0%,33%[activator],2%[0.0737 µM]
CCN(CC)C(=O)c1ccc(NC(=O)CCCSc2ccccc2)cc1,-6%,-4%,11%,0%,8%,-2%,/,/
NC(=O)c1cn(C2OC(CO)C(O)C2O)c2ncnc(N)c12 (centres undefined),?,3%,-108%[inhibitor],4%,2%,2%,-1%,?
COc1ccc(O)c(C(C)(C)C)c1,-2%,-9%&3%,10%,-8%,4%,2%[39.9 µM],8%,/
COC(=O)C12CC3=C[C@H](CC3=O)Cc3ccccc3[C@@H]1CNC2=O (some centres undefined),7%&-3%,-8%&-3%,-14%&6%,0%&-7%,-11%&5%,-1%&1%,/,/
CCSP1(=S)N=C(N2CCOCC2)C(C#N)=C2CCCN21 (centres undefined),?,-2%,/,-1%,-3%,/,10%,4%
C/C(=N\N1CCN(C)CC1)c1c(O)n(Cc2ccccc2)c(=O)[nH]c1=O,1%,-7%,-30%,-7%,4%,3%,4%,-6%
OC(CNC1CCCCC1)c1ccccc1 (centres undefined),14%,-4%,-1%,0%,-3%,-1%,4%,-2%
CC(C)CC(N)C1(c2ccc(Cl)cc2)CCC1 (centres undefined),0%,-8%,1%,-2%,4%,0%,/,/
CCOC(=O)CC1=C(C(=O)OCC)C2(C(=O)Nc3ccccc32)C(C#N)=C(N)O1 (centres undefined),6%,-8%,8%,-4%,-4%,4%,/,-6%
C=C1C2CCC3[C@@](CC[C@@H]4C(C(=O)O)CC(OC5OC(CO)C(OS(=O)(=O)O)C(OS(=O)(=O)O)C5OC(=O)CC(C)C)C[C@]34C)(C2)C1O (some centres undefined),-5%,?,9%,i,-7%,3%,/,/
COc1ccc2cc(C(=O)C3CCCN(C4CCOCC4)C3)ccc2c1 (centres undefined),?,-8%,/,7%,?,2%,-8%,1%[46 µM]
Clc1ccc(C(c2ccccc2)c2ncc[nH]2)cc1 (centres undefined),4%,3%,-11%,i,-3%,-3%,0%,-15%
Cc1nc2ccc(Cl)cc2c(-c2ccccc2)c1C(=O)O,11%,-2%,-2%,-6%,-4%,2%,15%,-3%
C=C(C)[C@H]1[C@H]2OC(=O)[C@@H]1[C@]1(O)C[C@H]3O[C@]34C(=O)O[C@H]2[C@@]14C,8%[20.9 µM],/,1%[20.6 µM],-4%[25.9 µM],4%[25.5 µM],1%[17.1 µM],/,-5%
CCOC(=O)C1CCN(/C=C2/C(=O)NC(=O)N(c3cccc(C)c3C)C2=O)CC1,-4%,14%,-5%,12%,-25%,2%,27%,/
C=CCC1(C(C)CCC)C(=O)N=C(S)NC1=O (centres undefined),10%,-6%,-3%,-18%,-1%,0%,/,?
O=c1[nH]c(=S)n(CCC2=CCCCC2)c(O)c1C=NCc1cccnc1,1%,-3%,-4%,1%,6%,-7%,/,10%
COc1ccc(CC2C(=O)NC(=O)N(c3ccccc3)C2=O)c(OC)c1 (centres undefined),?,?,7%,-7%,-5%,-2%,-2%,6%
Cc1cc(OCc2nn[nH]n2)c2c3c(c(=O)oc2c1)CCC3,?,-1%,0%,3%,?,-3%,3%,9%
CC(=O)c1c(C)n(CCCOC(C)C)c2ccc(O)cc12,1%,-13%,-26%,i,2%,-1%,2%,?
CCOCC(=O)NC1CCSC1=O (centres undefined),8%,8%,-5%,-7%,4%,14%,5%,-4%
Cc1ccc(S(=O)(=O)NCC(=O)OCC(=O)N2N=C(c3ccc(Cl)cc3)CC2c2ccco2)cc1C (centres undefined),?,-12%,-8%,-10%,?,1%,-9%,?
Cc1cc(=O)oc2c1c(C)nn2-c1nn[nH]n1,?,-5%,11%,-6%,-19%,0%,/,14%
CC(C)C[C@H]1C(=O)N2CCC[C@@H]2[C@]2(O)O[C@](NC(=O)[C@H]3C=C4c5cccc6[nH]c(Br)c(c56)C[C@H]4N(C)C3)(C(C)C)C(=O)N12,-9%[20.9 µM],/,-9%[20.6 µM],i,?,-1%[17.1 µM],/,-15%
CC(=O)Nc1ccc([As](=O)(O)c2ccc([N+](=O)[O-])cc2)cc1,/,-13%,/,-5%,-8%,/,4%,/
CNC(=S)NC1CC2CCCC(C1)N2CC(C)C (centres undefined),11%,0%,-1%,-3%,-2%,-10%,-7%,4%
O=C(COC(=O)c1ccc(O)cc1)Nc1ccc(Cl)cc1C(=O)c1ccccc1,?,0%,7%,-16%,-7%,2%,0%,2%
COCCN(CCOC)C(=O)CCn1c(=O)oc2ccccc21,-3%,-1%,2%,14%,1%,1%,?,-2%
COc1ccc(N2C(=O)CS(=O)C(c3ccccc3)C2=O)cc1 (centres undefined),1.1µM*,?,4%,10%,5%,-1%,?,/
COCCCn1c(N)c(C(=O)NCCC(C)C)c2nc3ccccc3nc21,?,?,-10%,-4%,?,0%,21%,?
CC(C)C[C@H](NC(=O)[C@H](Cc1ccccc1)NC(=O)CNC(=O)[C@H](CS)N(C(=O)[C@@H](N)Cc1ccc(O)cc1)C(C)(C)C)C(=O)N([C@H](C(=O)O)[C@H](C)O)C(C)(C)C,-5%,1%,-3%,10%,/,/,/,/
c1ccc(N2CC3(CCNCC3)C2)cc1,6%,/,-11%,i,/,-1%,/,/
O=C1NC(=O)C(=Cc2ccc3c(c2)OCO3)C(=O)N1,?,?,12%,3%,?,-2%,2%,/
CNc1ccc2oc(C[C@H]3O[C@]4(CC[C@H]3C)O[C@H]([C@H](C)C(=O)c3ccc[nH]3)[C@H](C)C[C@H]4C)nc2c1C(=O)O,?,?,/,i,?,-4%,/,/
CC1CCC(C(C)C)C(OC(=O)c2ccccc2N)C1 (centres undefined),?,-7%,/,-3%,/,1%[39.9 µM],/,?
CC(O)(CS(=O)(=O)c1cccc(C(F)(F)F)c1)C(=O)Nc1ccc(C(F)(F)F)cc1 (centres undefined),11%,1%,-22%,-2%,-1%,-2%,1%,-2%
CCCCCCC(=O)N/N=C/c1c(O)n(C(C)CC)c(=S)[nH]c1=O (centres undefined),19%,-10%,/,i,?,/,-11%,/
O=c1[nH]c(=S)n(-c2ccccc2)c(O)c1/C=N/N1CCOCC1,-10%,-8%,-6%,-17%,-18%,-1%,-6%,-3%
Clc1ccc2c(c1)C(c1ccccc1Cl)=NCc1nnc(N3CCN(CCOc4ccccc4)CC3)n1-2,10µM*,?,-3%,-13%,-2%,-4%,-7%,?
CCCCn1c(N)c(C(=O)NCc2cccs2)c2nc3ccccc3nc21,?,?,-10%,25%,?,-1%,24%,18%
O=c1c2ccccc2nc(Cc2ccccc2)n1-c1cccc(O)c1,?,-5%,/,1%,4%,-4%,0%,-11%[46 µM]
CC(C)CCNC(=O)c1cc(C(=O)c2cc(Br)ccc2O)cn(CCC(C)C)c1=O,-4%,-15%,-14%,-21%,-18%,-2%,/,/
NC1CCc2cc(O)c(O)cc2C1 (centres undefined),7.9µM*!,?,-11%&7%&8%,-11%&-16%&-1%,?,-2%,0%,?
O=C(NC1CN2CCC1CC2)c1ccc(-c2ccc([N+](=O)[O-])cc2)o1 (centres undefined),0.45µM*,3%,1%,4%,-2%,2%,-11%,-4%

# Laid out differently: results already given
# Fields: ALDH1A1 block, Tau ThT inhib, SMN2 splice enh, RECQ1 helicase, KDM4E inh, Luc counter, L3MBTL1 block, Lamin A splicing
- COCCN(CCOC)C(=O)CCn1c(=O)oc2ccccc21
 : -3%, -1%, 2%, 14%, 1%, 1%, ?, -2%
- COc1ccc(N2C(=O)CS(=O)C(c3ccccc3)C2=O)cc1 (centres undefined)
 : 1.1µM*, ?, 4%, 10%, 5%, -1%, ?, /

# A portion of the library; rates above refer to the full screens.
